Source: PubChem BioAssay (National Center for Advancing Translational Sciences (NCATS))
HT1080-NT tox – kills 2HG-producing HT-1080-NT fibrosarcoma cells; HT-1080-NT fibrosarcoma viability, CellTiter-Glo ATP luminescence, 48 h; Potency, µM (highest dose often 46.1 µM), for inactives: top-dose activity, negative = less viability, hits mostly cytotoxic; hit rate 1.6% among 360,000;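 also: NT is the 2HG producing partner of a matched IDH1 knockdown line; 0% = DMSO-treated cells and -100% = media-only wells without cells; nearly all actives have a fitted effect of over 55% in size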
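HT-1080-NT; 750 cells/well; 5% FBS RPMI; 48 h compound, 37 degrees C; CellTiter-Glo luminescence; curve fitting and curve-class assignment.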
TDP-43 yeast inh – inhibitors of TDP-43 toxicity in yeast; hit rate 1.8% among 410,000; AID 652104; Potency, µM (series often up to 46.1 µM), for inactives: at the highest dose growth rescue (activation), actives largely listed as activators; TDP-43 expressing yeast growth rescue, BacTiter-Glo, 24 h; also: % of control where 0% means no effect; nearly all actives have a fitted effect of over 50% in size
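Cell-based yeast growth screen: TDP-43 expression induced in galactose, inoculum OD600=0.02 after raffinose pregrowth to mid-log. Read-out BacTiter-Glo luminescence at 24 hr, 30 deg C; inhibition of toxicity seen as signal increase.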
KB-V1 MDR tox – KB-V1 MDR subline cytotoxicity; Potency, µM (series often up to 46.1 µM), for inactives: at the top dose activity change, negative = cytotoxicity, most hits filed as cytotoxic; KB-V1 MDR cells viability, CellTiter-Glo, 72 h; hit rate 3.4% among 400,000; also: % is scaled to controls: 0 for no effect and ±100 for the full control effect; nearly all actives have a fitted effect of over 60% in size
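Drug-selected KB-V1 cells, grown in DMEM lacking phenol red with 10% FBS, receive compound titrations; after three days at 37 degrees C, surviving cell ATP is quantified by CellTiter-Glo luminescence and responses normalized and curve-fitted.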
KB-3-1 cytotox – KB-3-1 parental cell cytotoxicity. KB-3-1 viability, CellTiter-Glo ATP luminescence, 72 h. Potency, µM (highest dose often 46.1 µM), for inactives: at the highest dose activity change, negative = cytotoxic, usual class: cytotoxic. hit rate 1.4% among 400,000. AID 1347075; also: % is scaled to controls: 0 for no effect and ±100 for the full control effect; nearly all actives have a fitted effect of over 60% in size
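KB-3-1 parental drug-naive adenocarcinoma cells in DMEM/10% FBS, incubated 72 h at 37 C with pin-transferred compounds across a concentration series. Viability by CellTiter-Glo luminescence; concentration-response curves fitted after normalization.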
HT1080 IDH1KD tx – HT-1080 IDH1 knockdown cell toxicity (counter line) | HT-1080 IDH1 knockdown viability, ATP luminescence, 48 h | Potency, µM (doses to about 46.1 µM), without a hit: at the top dose activity, negative = toxicity, actives largely listed as cytotoxic | hit rate 2% among 360,000 | AID 686971;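 also: 0% = DMSO wells and -100% = cell-free medium wells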
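Assay cells: HT-1080 with IDH1 knockdown, 750 per well, RPMI/5% FBS. Exposure: 48 h at 37 °C following 2 h pre-incubation. Read: CellTiter-Glo luminescence; fitted concentration-response, curve class assigned.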
SW480 rerep – induces DNA re-replication in SW480 colon adenocarcinoma cells; SW480 DNA re-replication, Hoechst DNA content imaging, 48 h; Potency, µM (highest dose often 46.1 µM), without a hit: at the highest dose re-replication activation, hits mostly activators; hit rate 1.8% among 340,000; AID 624297; also: % of control where 0% means no effect; nearly all actives have a fitted effect of over 55% in size
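Image-based read-out: total Hoechst fluorescence of nuclei (405 nm excitation, 500-530 nm emission), with hits raising the fraction of high-intensity nuclei. SW480 colon cells incubated 48 hr with compounds at 37 C.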
GLP1R inv ag – inverse agonists of human GLP-1 receptor. hit rate 1.6% among 410,000. P43220. HEK293 GLP-1R CRE-luciferase, luminescence, 24 h; GLP-1R form is constitutively active. Potency, µM (series often up to 38.3 µM), without a hit: at the top dose activity change, negative = inhibition, usual class: inhibitors; also: % is scaled to controls: 0 for no effect and ±100 for the full control effect; nearly all actives have a fitted effect of over 55% in size
Target sequence (P43220 whole entry, looked up): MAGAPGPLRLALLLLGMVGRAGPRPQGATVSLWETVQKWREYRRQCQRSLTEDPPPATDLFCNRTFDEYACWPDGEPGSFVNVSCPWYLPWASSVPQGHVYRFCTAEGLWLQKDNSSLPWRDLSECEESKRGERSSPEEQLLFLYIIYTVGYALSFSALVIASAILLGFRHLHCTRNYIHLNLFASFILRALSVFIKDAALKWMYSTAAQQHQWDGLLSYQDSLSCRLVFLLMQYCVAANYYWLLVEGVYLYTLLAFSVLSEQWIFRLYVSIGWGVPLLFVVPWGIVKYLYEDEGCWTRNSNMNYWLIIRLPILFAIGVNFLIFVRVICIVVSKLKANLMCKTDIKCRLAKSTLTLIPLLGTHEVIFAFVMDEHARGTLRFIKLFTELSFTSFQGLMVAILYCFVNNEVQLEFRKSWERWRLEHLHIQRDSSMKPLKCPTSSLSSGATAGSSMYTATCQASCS
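Cells are plated, allowed 12 hours at 37 deg C, then treated with compounds for 24 hr before luciferase detection reagent is added and luminescence is read after 12 min at room temperature. The HEK293 line carries constitutively active GLP-1R with a cAMP-responsive reporter.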
GLP1R ag – agonists of human GLP-1 receptor. Potency, µM (titrated, usually from 45.6 µM), without a hit: top-dose activation, usual class: activators. P43220. HEK293 GLP-1R CRE-luciferase, luminescence, 4-6 h; cells express a hypersensitive GLP-1R form. hit rate 0.007% among 380,000; also: % of control where 0% means no effect
GLP1R cytotox – cytotoxic in the GLP-1 receptor inverse agonist counter-screen. HEK293 cAMP-luciferase reporter cells, luminescence, 24 h. hit rate 0.13% among 410,000. Potency, µM (series often up to 38.3 µM), without a hit: at the top dose activity change, negative = inhibition, hits mostly inhibitors;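 also: loss of luciferase light is scored as toxicity; % is scaled to controls: 0 for no effect and ±100 for the full control effect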
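Compound-treated cells are incubated 24 hr at 37 deg C under 5% CO2 after a 12 hour attachment period, then luciferase detection reagent is added and luminescence is measured following 12 min at room temperature; lowered signal indicates toxicity.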
Numbers without * were called inactive; ? = inconclusive; · = not tested or not shown; [ ] = another dose, or the depositor's remark. Calls follow the shape of the dose curve; as a rule, active = well fitted curve in the direction sought with a large enough effect; inconclusive = small, poorly fitted or top-dose-only effect, or another doubt; inactive = no such curve, though single readings can be large; an effect the other way counts as inactive or inconclusive. Potency is read from the fitted curve at half-maximal effect.

SMILES	HT1080-NT tox	TDP-43 yeast inh	KB-V1 MDR tox	KB-3-1 cytotox	HT1080 IDH1KD tx	SW480 rerep	GLP1R inv ag	GLP1R ag	GLP1R cytotox
Oc1c(Br)cc(Br)cc1C=NCc1ccccc1	?	-23%	4%	17%	?	9%	?	7%	41%[activator]
O=C(CSc1nc2[nH]ncc2c(=O)[nH]1)N1CCCC1	12%	8%	?	17%	12%	-6%	7%	-6%	-10%
COc1ccc(N/C=C/C(=O)c2ccc(Cl)cc2)cc1	16%	9%	-4%	0%	8%	0%	21%	-4%	-2%
CCN(CC)C(=O)CCSc1nnc(-c2ccco2)o1	14%	-12%	-1%	-2%	8%	?	6%	1%	3%
C=C(C)c1nc(N)nc(N)n1	-1%	-8%	?	?	-5%	0%	20%	1%	-26%
Nc1nc(Br)c2c(F)cccc2c1-c1ccc(Cl)cc1	-17%[9.24 µM]	-2%	-2%	-1%	?	21µM*	-3%	2%	245%[activator]
COc1ccccc1-n1cnc2cc(NCc3ccccc3O)ccc21	?	4%	?	?	?	?	?	7%	-14%
COc1cc(S(=O)(=O)N2CCN(c3ccccc3F)CC2)ccc1Cl	-6%	?	-12%	-16%	-12%	-1%	0%	5%	10%
Cc1ccc(CSc2nnc(-n3c(=O)c(C#N)cc4c(=O)n5cccc(C)c5nc43)s2)cc1	·	12%	32%	-5%	·	·	5%	·	-1%
COc1ccccc1NC(=O)CN1CCN(CC(=O)Nc2ccc3c(c2)OCCO3)CC1	6%	4%	-25%	-8%	8%	2%	-25%	-7%	-21%
Cc1cc(N(C)/N=C/c2ccccc2O)nc(-c2ccccc2O)n1	6%	10%	3%	-3%	21%	-7%	0%	5%	6%
Cc1nc2sc(C(=O)N(C)Cc3ccccc3)c(NC(=O)c3ccccc3)c2c(C)c1Cl	·	13%	-1%	-3%	·	·	11%	·	3%
COc1ccc(N(CC(=O)NC2CCCCC2)C(=O)CNC(=O)c2ccco2)cc1OC	-2%	0%	3%	-2%	0%	-1%	0%	-4%	27%
COc1ccc(S(=O)(=O)CCC(=O)O)cc1	21%	15%	17%	18%	19%	-2%	3%	-15%	-3%
CN(C)C/C=C/C(O)(c1ccccc1)c1ccccc1	0%	5%	7%	7%	0%	4%	-25%	1%	-12%
COc1ccccc1N(CC(=O)Nc1ccccc1C(F)(F)F)S(=O)(=O)c1ccc(C)cc1	·	10%	-19%	4%	·	·	?	-2%	4%
CC(C)C(=O)NC(Nc1ccc(S(N)(=O)=O)cc1)C(Cl)(Cl)Cl (stereo not given)	9%	-7%	20%	10%	6%	-2%	17%	0%	4%
COC(=O)c1cc2n(n1)CCN(Cc1cccc(OC)c1)C2=O	-1%	-8%	-12%	-4%	-6%	5%	-8%	2%	0%
CCOC(=O)c1c(C)[nH]c(C)c1S(=O)(=O)N1CCC(C(=O)Nc2ccc(F)cc2F)CC1	·	25%	-3%	-3%	·	·	11%	·	-8%
O=C(CNC(=O)C12CC3CC(CC(C3)C1)C2)Nc1ncccc1O	-1%	10%	?	18%	6%	9%	-19%	-5%	-15%
CSc1nsc(SCC(=O)Nc2ccc(C(C)=O)cc2)n1	1%[9.24 µM]	27%	-1%	14%	6%	?	0%	11%	-3%
CCOc1ccccc1C(=O)N(Cc1ccccc1F)C1CCS(=O)(=O)C1 (stereo not given)	·	19%	9%	5%	·	·	4%	·	-2%
Cc1cc(C)cc(N(C(=O)c2csnn2)C(C(=O)NC(C)(C)C)c2ccccn2)c1 (stereo not given)	7%	9%	11%	-6%	3%	1%	-4%	-4%	-13%
O=C(Nc1ccc(F)cc1F)c1cc2ncc(CCCl)cn2n1	0%	19%	24%	6%	1%	-188%[inhibitor]	12%	1%	-9%
CNc1nnc(C(F)(F)F)s1	12%	7%	6%	-2%	11%	-34%[inhibitor]	4%	3%	29%

Exported with two lines to a compound: entries from further up
The line under a structure holds: HT1080-NT tox	TDP-43 yeast inh	KB-V1 MDR tox	KB-3-1 cytotox	HT1080 IDH1KD tx	SW480 rerep	GLP1R inv ag	GLP1R ag	GLP1R cytotox
CSc1nsc(SCC(=O)Nc2ccc(C(C)=O)cc2)n1
    1%[9.24 µM]	27%	-1%	14%	6%	?	0%	11%	-3%
COc1ccc(S(=O)(=O)CCC(=O)O)cc1
    21%	15%	17%	18%	19%	-2%	3%	-15%	-3%

Following part
SMILES	HT1080-NT tox	TDP-43 yeast inh	KB-V1 MDR tox	KB-3-1 cytotox	HT1080 IDH1KD tx	SW480 rerep	GLP1R inv ag	GLP1R ag	GLP1R cytotox
COC(=O)/C(=N/Nc1ccc(C)cc1)N1CCCc2ccccc21	-3%	16%	?	-5%	-4%	24%	0%	-12%	-8%
O=C(CSc1nnc(CCCO)n1-c1ccccc1)NCCc1ccccc1	0%	-28%	5%	4%	1%	10%	-21%	-7%	-17%
Cc1ccc(-c2cc(C(=O)N3N=C(C(F)F)CC3(O)C(F)F)c3ccccc3n2)cc1C (stereo not given)	?	·	?	-5%	?	23%	?	-11%	?
CC1CN(C)C(C)c2c1oc1ccc(N)cc21 (stereo not given)	-14%	-17%	-11%	-3%	-8%	-7%	-10%	10%	-28%
COc1ccccc1S(=O)(=O)N(C)C[C@H]1Oc2cc(C#CCC3CCCC3)ccc2S(=O)(=O)N([C@H](C)CO)C[C@H]1C	-29%	0%	4%	-14%	-30%	·	?	3%	-26%
CCOc1ccc(CCNC(=O)c2c3c(nc4ccccc24)C(=O)N(C2CCCCC2)C3)cc1	·	8%	-2%	-2%	·	·	-17%	·	-2%
COc1ccc(N(C(=O)c2ccncc2)S(=O)(=O)c2cccc([N+](=O)[O-])c2)cc1	-12%	-1%	-1%	-1%	-7%	-14%	-3%	-2%	-1%
COC(=O)CCn1nnc(-c2cccs2)n1	2%	14%	?	0%	3%	-2%	6%	4%	-1%
C=CCN(CC=C)C(=S)NCCc1ccc(OC)c(OC)c1	11%	7%	0%	4%	13%	-6%	13%	0%	-2%
Cc1ccc(C(C)NC(=O)c2c(-c3ccccc3)noc2C)cc1C (stereo not given)	1%	-20%	-4%	7%	-7%	-8%	7.9µM*	1%	1%
Cc1ccc(-c2nnc(OCc3nc4ccccc4n3C)c3ccccc23)cc1	9%	3%	-10%	0%	0%	-3%	7%	1%	4%
CCc1nnc(NC(=O)CC(C)c2ccccc2)s1 (stereo not given)	6%	23%	0%	-4%	10%	-50%[inhibitor]	-10%	18%	-9%
O=C1c2ccccc2C(=O)N1CC1=NCCc2ccccc21	11%	3%	9%	0%	8%	-8%	0%	7%	-2%
CCOC(=O)N(C)C[C@@H]1OCc2ccccc2-c2c(n(C)c3ccccc23)C(=O)N([C@H](C)CO)C[C@H]1C	-4%	0%	-8%	1%	11%	·	?	6%	-9%
CN1OC[C@@H]2CN(C(=S)NCCc3ccccc3)[C@H](c3ccc(-n4ccnc4)cc3)C[C@@H]21	7%	23%	15%	0%	7%	·	11%	5%	-11%
CCOc1ccc(OCC)c(NC(=O)CCC(=O)N2CCOc3ccccc32)c1	·	10%	?	-5%	·	·	?	·	2%
Cc1occc1C(=O)N(Cc1nc(-c2ccccc2)no1)C(C)C	11%	17%	-13%	-3%	9%	1%	?	-2%	-1%
O=C(O)c1ccccc1-c1ccccc1C(=O)Nc1ccc2c(c1)oc(=O)c1ccccc12	?	6%	21%	-19%	-7%	·	7%	2%	-3%
CC1CCN(C(=O)COC(=O)CCc2c[nH]c3ccccc23)CC1	-1%	14%	1%	-1%	4%	-3%	0%	-8%	-13%
Cc1ccc(Nc2nc(NCc3ccccc3)nc3ccsc23)c(C)c1	?	3%	-7%	?	?	·	?	-7%	?
COc1ccc(OCc2cc(C(=O)N3CCN(CC(=O)N(C)C)CC3)no2)c(Cl)c1	2%	-5%	1%	15%	2%	-2%	9%	-3%	-2%
Cc1ccc(CC2S/C(=N/c3ccccn3)NC2=O)cc1 (stereo not given)	-17%	-5%	10%	7%	-10%	0%	?	-4%	-27%
Cc1noc(C)c1C(=O)N1CCCc2ccccc21	6%	10%	?	13%	3%	3%	-23%	-2%	-9%
O=C(NCc1ccccc1)C1CCCN(S(=O)(=O)c2ccc(Br)cc2)C1 (stereo not given)	-8%	-12%	?	-3%	-19%	-20%	-16%	1%	-10%
CCOC(=O)c1ccc(N2C(=O)C=CC2=O)cc1	?	-88%[inhibitor]	-2%	1%	-12%	?	0%	-15%	?
C=C1C(C(=O)Nc2ccc(F)cc2)C1C(=O)Nc1ccc(F)cc1 (stereo not given)	2%	14%	0%	-10%	1%	-13%	0%	0%	-14%
O=C(CNc1cc(S(=O)(=O)N2CCOCC2)ccc1N1CCCC1)Nc1ccc(Cl)cc1F	1%	20%	-7%	-7%	7%	·	?	5%	1%
COc1ccc(B(O)O)c(CN2CCN(C(=O)OC(C)(C)C)CC2)c1	4%	14%	-3%	0%	3%	-46%[inhibitor]	5%	6%	2%
Cc1cn2c(=O)cc(COc3ccc(NC(=O)c4ccccc4C)cc3)nc2s1	·	-13%	-14%	-15%	·	·	8%	0%	1%
COc1ccc(CNC(=O)COC(=O)c2ccc3ncsc3c2)cc1OC	0%	11%	1%	4%	7%	7%	18%	4%	-4%

Sorted by the number under GLP1R inv ag (rising): 4 from the list above.
SMILES	GLP1R inv ag
COc1ccccc1NC(=O)CN1CCN(CC(=O)Nc2ccc3c(c2)OCCO3)CC1	-25%
COc1ccc(N(C(=O)c2ccncc2)S(=O)(=O)c2cccc([N+](=O)[O-])c2)cc1	-3%
COc1ccc(OCc2cc(C(=O)N3CCN(CC(=O)N(C)C)CC3)no2)c(Cl)c1	9%
C=C(C)c1nc(N)nc(N)n1	20%
